From PubChem BioAssay
GRIN3A LBD mod – modulators (binders) of human NR3A ligand-binding domain; NR3A LBD differential scanning fluorimetry, Tm shift; 0% = protein alone, 100% = glycine-bound protein; Tm shift relative to glycine control, % at 25 µM; hit rate 2.5% among 340,000;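 active = melting temperature shift of at least 10% of the positive control shift, at one fixed dose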
tim10-1 inh – tim10-1 yeast growth inhibition | hit rate 2.2% among 330,000 | inhibition, % at 20 µM | S. cerevisiae tim10-1 ts strain growth, BacTiter-Glo, 24 h;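 active = inhibition of at least 40%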;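 note: mutant grown at 25 °C; 0% = DMSO wells with yeast and 100% = wells holding no yeast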
tim23-1 inh – inhibits growth of tim23-1 mutant yeast | S. cerevisiae tim23-1 growth, BacTiter-Glo luminescence, 24 h | inhibition, % at 20 µM | hit rate 1.3% among 330,000 | AID 463212;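 active = growth inhibition of the mutant yeast at or above 50%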;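 note: temperature-sensitive mutant grown at 25 °C; plate controls were DMSO-treated mutant yeast for no effect and medium wells lacking yeast for full effect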
Mdm2-MdmX inh – disrupts the human Mdm2-MdmX interaction; SaOS-2 split-luciferase Mdm2/MdmX complementation, luminescence; inhibition, % at 8 µM; hit rate 3% among 330,000;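 active = inhibition of at least 50% at 8 µM in the primary screen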
TIM10 inh – TIM10 yeast growth inhibition; S. cerevisiae TIM10 strain growth, BacTiter-Glo luminescence, 24 h; inhibition, % at 10 µM; hit rate 1.4% among 330,000; AID 463195;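 active = inhibition of 40% or more at the single tested concentration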;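 note: wild-type TIM10 isogenic control strain grown at permissive 25 °C; 0% = DMSO yeast wells and 100% = minimal medium wells without yeast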
CHOP UPR activ – apoptotic UPR (CHOP) activation; CHO-CHOP luciferase reporter, luminescence; percent of tunicamycin response over DMSO baseline; activation, % at 10 µM; hit rate 0.34% among 330,000; AID 449763;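 active = at 10 µM dose, activation of 40% or more, normalized to positive control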;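 note: 100% = tunicamycin at 10 µg/mL and 0% = DMSO alone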
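Evaluation: % reporter activation, DMSO baseline versus tunicamycin full activation; System: CHO-CHOP luciferase reporter cell line; Input: 500 cells/well; Incubation: 6 h compound treatment, 37 °C; Measured by: Steady-Glo luciferase luminescence; Dosing: one dose, 10 µM in 0.5% DMSO; Buffer or medium: F12 medium, 10% FBS; Benchmarks: positive tunicamycin 10 µg/mL, negative DMSO alone.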
NALP3 yeast inh – inhibitors of NALP3 inflammasome in yeast | hit rate 0.39% among 330,000 | Yeast reconstituted NLRP3/ASC/caspase-1, beta-gal luminescence, 24 h | inhibition, % at 10 µM;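 active = inhibition of 50% or more; inactive = inhibition below 50%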;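 note: plate controls were induced DMSO wells for no effect and uninduced yeast grown without galactose for full effect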
XBP1 UPR activ – activators of adaptive arm of unfolded protein response (XBP1); hit rate 0.33% among 330,000; activation, % at 20 µM; CHO-XBP1 luciferase reporter, IRE1-XBP1 UPR activation, luminescence; percent of tunicamycin response, DMSO as zero;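 active = versus positive control, 20 µM dose yields 30% or more activation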;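 note: 100% = tunicamycin at 10 µg/mL and 0% = DMSO only wells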
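Material – CHO cell line with stable XBP1 luciferase reporter · Buffer or medium – F12 plus 10% FBS · Compound – single point, 20 µM final compound, 1% DMSO · Schedule – 16-18 h cell attachment at 37 °C, then 6 h compound exposure · Signal – Steady-Glo luminescence read · Benchmarks – high control tunicamycin 10 µg/mL final, low control DMSO vehicle only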
APJ ag – APJ receptor agonism | CHO-K1 APJ PathHunter beta-arrestin, luminescence; 0% DMSO wells, 100% apelin | activation, % at 20 µM | hit rate 0.11% among 330,000;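 active = activation more than six SD over the plate average, tested at 20 µM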;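 note: 0% = DMSO alone and 100% = apelin-13 at 10 nM; some results filed as inactive read as strong as hits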
Target sequence (P35414 whole entry, looked up): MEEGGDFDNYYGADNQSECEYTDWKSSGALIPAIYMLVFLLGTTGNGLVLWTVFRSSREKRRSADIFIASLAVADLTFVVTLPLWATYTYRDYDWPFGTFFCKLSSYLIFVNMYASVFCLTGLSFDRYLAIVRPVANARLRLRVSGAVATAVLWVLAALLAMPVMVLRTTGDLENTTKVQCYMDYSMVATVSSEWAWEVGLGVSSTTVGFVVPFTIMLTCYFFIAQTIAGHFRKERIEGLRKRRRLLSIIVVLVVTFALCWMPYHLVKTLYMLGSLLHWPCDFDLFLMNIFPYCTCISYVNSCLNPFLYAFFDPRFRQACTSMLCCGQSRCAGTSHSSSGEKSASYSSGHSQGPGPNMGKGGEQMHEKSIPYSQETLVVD
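assay system = CHO-K1 APJ beta-arrestin complementation cell line | input = cell density 1000 per well | dosing = compound 20 µM once, DMSO 1% | timing = compound 90 min 25 °C, reagent 1 h | measured by = luminescence from split beta-galactosidase complementation, Galacton Star/Emerald II substrate | read-out basis = APJ agonist activity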
Starred values were filed as active, the others as inactive; nt = not tested or not shown.

SMILES	GRIN3A LBD mod	tim10-1 inh	tim23-1 inh	Mdm2-MdmX inh	TIM10 inh	CHOP UPR activ	NALP3 yeast inh	XBP1 UPR activ	APJ ag
Cc1ccc(S(=O)(=O)NC(CC(C)C)C(=O)Nc2nccs2)cc1 (centres undefined)	0.5	15.7	2.3	6.9	-5.4	-0.2	18.9	-4.5	-1.2
COCCN(C(=O)COC(=O)c1ccco1)c1c(N)n(Cc2ccccc2)c(=O)[nH]c1=O	-1.2	-11.9	-8.8	6.3	-1.6	1.5	3.0	-1.9	5.7
Cc1ncc([N+](=O)[O-])n1CC(=O)NC1CCCC1	-1.5	-4.3	7.8	-30.7	-0.7	0.3	12.4	-2.7	5.6
CC(OC(=O)c1ccc2ncsc2c1)C(=O)N1CCCC1 (centres undefined)	nt	-14.8	8.0	-32.8	1.5	-1.5	-12.0	0.9	-0.5
c1ccc(C2Nc3ccccc3-c3nc4ccccc4n32)nc1 (centres undefined)	-4.9	16.7	17.8	25.5	10.6	0.4	16.5	0.8	-7.1
Cc1cc(C)cc(OCC(=O)OCC(=O)Nc2cc(S(=O)(=O)N3CCOCC3)ccc2Cl)c1	2.5	11.1	15.2	-26.8	4.0	0.6	15.7	0.4	-4.1
O=C(CN1CCN(S(=O)(=O)c2ccc(F)c(Cl)c2)CC1)N1CCOCC1	-1.6	-3.0	-4.5	-5.0	5.9	1.0	-10.3	0.3	1.3
ClCc1csc(-c2ccccc2Cl)n1	-0.9	5.9	15.9	14.7	-19.9	-0.3	-9.9	1.6	-2.8
CCn1nccc1C(=O)Nc1ccc(S(=O)(=O)NC23CC4CC(CC(C4)C2)C3)cc1	-0.1	26.7	24.4	46.6	31.0	4.4	0.5	-1.0	5.0
Cc1ccccc1OCCCCCCN1CCNCC1	-0.5	-22.5	-38.3	16.0	-5.4	2.4	23.9	2.1	-6.2
COc1ccccc1OC(=O)CCc1nc2ccccc2s1	0.5	0.8	6.4	13.6	-10.6	-0.1	22.8	3.4	-1.7
O=C(COC(=O)C(O)c1ccccc1)NC12CC3CC(CC(C3)C1)C2 (centres undefined)	-0.1	13.2	15.8	4.9	5.7	-3.7	14.5	-2.3	-2.0

Of the compounds above, 3 contain a halogen.
SMILES	GRIN3A LBD mod	tim10-1 inh	tim23-1 inh	Mdm2-MdmX inh	TIM10 inh	CHOP UPR activ	NALP3 yeast inh	XBP1 UPR activ	APJ ag
Cc1cc(C)cc(OCC(=O)OCC(=O)Nc2cc(S(=O)(=O)N3CCOCC3)ccc2Cl)c1	2.5	11.1	15.2	-26.8	4.0	0.6	15.7	0.4	-4.1
O=C(CN1CCN(S(=O)(=O)c2ccc(F)c(Cl)c2)CC1)N1CCOCC1	-1.6	-3.0	-4.5	-5.0	5.9	1.0	-10.3	0.3	1.3
ClCc1csc(-c2ccccc2Cl)n1	-0.9	5.9	15.9	14.7	-19.9	-0.3	-9.9	1.6	-2.8

The results go on:
SMILES	GRIN3A LBD mod	tim10-1 inh	tim23-1 inh	Mdm2-MdmX inh	TIM10 inh	CHOP UPR activ	NALP3 yeast inh	XBP1 UPR activ	APJ ag
CSc1nc(O)cc(=O)n1-c1ccc(F)cc1	1.2	4.8	12.9	-18.3	6.8	0.1	1.3	0.6	-4.1
COCCn1c(N)c(Sc2ccccc2[N+](=O)[O-])c(=O)[nH]c1=O	-0.1	-4.0	13.3	-17.3	1.3	-0.7	16.7	0.6	-1.6
N#Cc1nc(Cc2cccc3ccccc23)oc1N1CCN(c2ccccc2)CC1	0.6	6.8	0.3	3.4	6.5	-0.1	-1.9	0.4	-3.8
CCc1nc(CNC(=O)C2CCC(=O)N(CCc3cccc(F)c3)C2)no1 (centres undefined)	0.4	16.4	-7.4	5.9	-7.0	2.5	8.6	-3.3	-0.2
Cc1cc(C)c2cc(C#N)c(N3CCCN(C(=O)c4cnccn4)CC3)nc2c1	-1.4	32.1	33.2	3.4	5.8	1.3	10.4	1.0	0.5
O=C(Nc1cccc(S(=O)(=O)N2CCCC2)c1)c1ccc2c(=O)n3c(nc2c1)CCCCC3	-2.7	0.6	10.9	12.4	3.7	1.9	13.9	3.2	2.6
Cc1cc(OCc2cc(C(=O)N3CCN(CC4CC4)CC3)no2)cc(C)c1Cl	-1.0	34.5	22.6	12.9	22.1	-0.3	32.0	-6.2	0.0
O=c1cc(N2CCC3(CC2)OCCO3)[nH]c(=O)n1-c1ccc(Cl)cc1	-1.3	2.4	18.8	1.9	-13.1	-1.0	-7.8	-3.2	-4.0
Cc1[nH]c2ccccc2c1/C=N/Nc1nncn1N	0.8	17.3	-5.9	-10.2	4.8	5.0	8.6	0.2	5.5
Cc1cc(C(=O)COC(=O)c2ccc(O)cc2)c(C)n1CC(F)(F)F	-4.5	-9.1	24.0	-66.4	-4.1	5.4	15.0	-0.3	-5.6
CCN(CC)C(=O)Cn1ccc(NC(C)=O)nc1=O	-6.6	-10.2	10.2	-4.9	3.6	0.2	19.4	-1.5	-2.4
COc1ccc(NC(=O)CCCNS(=O)(=O)c2cccs2)cc1	-0.3	14.8	4.3	11.1	0.2	-0.7	10.0	-3.2	1.6
Cc1ccc(C(=O)NCCn2ccc3ccccc32)cc1[N+](=O)[O-]	-7.3	7.9	21.1	2.5	17.4	1.2	18.3	-2.2	-3.4
Cc1ccc2c(c1)c(N=O)c(O)n2Cc1ccc(Cl)cc1	3.7	49.2*	27.7	60.3*	30.5	0.4	1.1	-3.4	-2.3
CC(Oc1ccccc1)c1ccnc2nc(/N=C/N(C)C)nn12 (centres undefined)	0.9	-3.5	-1.4	-13.1	-1.0	-0.7	17.4	1.3	-1.1
CCOC(=O)NC(=O)CSc1nc2ccccc2[nH]1	-1.4	-3.4	7.7	-23.4	8.8	0.8	10.0	0.2	-1.1
COc1cc(NC(=O)C2=C(C)OCCS2)c(Cl)cc1C(=O)NCCN1CCN(C)CC1	1.3	13.0	4.7	34.3	0.3	-0.9	16.4	-3.0	18.9*
O=S(=O)(Nc1cccc(-c2ccc(N3CCCCCC3)nn2)c1)c1ccccc1F	-2.8	4.6	-3.5	9.5	-0.6	8.2	14.0	-1.6	-1.3
O=C(Nc1ccccc1)c1cc(S(=O)(=O)Nc2cccnc2)ccc1Cl	-3.0	-12.9	-4.3	21.2	-1.8	-1.6	-0.6	-2.8	-0.7
CC(C)(C)n1nc2c(c1NC(=O)Cc1ccc(F)cc1)CSC2	-6.1	19.4	8.1	13.4	-8.0	1.2	5.5	-1.4	-2.6
O=C(Nc1ccc(S(=O)(=O)N2CCOCC2)cc1)c1ccc([N+](=O)[O-])o1	-2.2	27.8	26.4	39.2	17.5	139.0*	-6.0	-0.5	6.5
Cc1cc(CNC(=O)CC2C(=O)NCCN2Cc2ccccc2C(F)(F)F)on1 (centres undefined)	7.9	2.1	3.3	22.6	6.7	-1.0	13.1	-1.6	-2.5
Cc1cc2c(c(SCC(=O)NCc3ccc(Cl)cc3)n1)C(=O)OC2	-1.2	28.1	4.4	-23.9	-0.2	0.8	-2.8	3.5	-3.5
CC(=O)N/N=C/c1cc2c(cc1[N+](=O)[O-])OCO2	-2.0	19.2	7.1	-10.2	13.4	-0.3	14.4	-0.3	2.0
COc1ccccc1C(=O)N/C(=C\c1cn(S(=O)(=O)N(C)C)c2ccccc12)C(=O)NCCCN1CCOCC1	0.0	-9.6	-1.7	-5.1	1.4	0.0	5.6	2.1	-2.3
CCN(CC)S(=O)(=O)c1ccc(NC(=O)COC(=O)CNC(=O)C2CCCCC2)cc1	1.9	-2.5	9.4	21.5	-5.2	1.7	7.8	0.1	-1.5
CCc1ccc(N2C(=O)Nc3ccccc3C2(O)C(=O)N2CCN(c3ccccn3)CC2)cc1 (centres undefined)	-3.2	20.0	11.0	-17.8	9.4	0.3	-1.8	2.5	-1.5
O=C(c1cc2cc([N+](=O)[O-])ccc2oc1=O)N1CCN(C2CCCCC2)CC1	-0.4	-5.2	7.2	-3.8	-24.7	-0.8	1.6	1.2	-3.4
Cc1ccc(S(=O)(=O)NC(=O)NCc2ccc(Cl)cc2)cc1	-15.4	11.0	7.0	3.7	9.0	-0.8	19.2	-3.1	4.0
Cc1c(C)c2c(OCC(=O)Nc3ccc(CCO)cc3)cc3c(c2oc1=O)CCC(C)(C)O3	-7.6	8.8	0.7	19.3	0.0	-0.6	5.7	-0.6	4.9
O=C(O)CCC(=O)NN1C(=O)c2ccccc2NC1c1ccc(F)cc1 (centres undefined)	1.1	1.0	1.2	18.8	-11.0	-1.8	-14.0	-0.5	-4.2
O=C(Cn1c(=O)oc2cc(S(=O)(=O)N3CCCC3)ccc21)Nc1cccc(C(F)(F)F)c1	0.1	-6.9	-12.5	11.3	-25.4	-4.7	-8.5	-0.4	-0.5
CCOC(=O)c1cnc2ccccc2c1Nc1cccc(C(=O)O)c1	-0.1	7.1	-2.8	-4.5	8.7	1.8	-9.5	-3.5	-2.9
O=C(N/N=C/c1cccs1)c1cccc(NC(=O)c2ccc(Cl)cc2)c1	nt	-5.2	-13.2	57.0*	-0.2	-0.8	-9.6	13.0	2.3
Cc1noc(C)c1CSCC(=O)NC1=NCCS1	-0.8	7.4	-3.9	9.2	-6.4	1.0	5.5	-0.6	-5.0
CCOC(=O)C1CCCN(C(=O)c2cc3cc(OC)c(OC)cc3[nH]2)C1 (centres undefined)	-0.5	5.5	7.7	2.1	-2.8	0.0	10.3	-4.6	-0.1
Cc1nc(NC(=O)c2ccc3c(c2)OCO3)ccc1Br	-3.2	-1.4	26.6	-170.2	21.2	5.3	22.9	8.7	-1.3
COC(=O)Nc1ccc(S(=O)(=O)N(CCO)CCO)cc1	-1.5	0.4	5.9	-10.5	7.1	-0.9	5.2	1.1	0.5
Cc1cc(NC(=O)c2ccc3nc(C)sc3c2)no1	-0.9	-1.8	13.3	3.9	3.0	-2.9	9.2	-4.0	-7.9
O=C(c1cc2nc(-c3ccccc3)cc(C(F)(F)F)n2n1)N1CCN2CCCC2C1 (centres undefined)	-1.5	0.0	-7.2	21.6	-2.2	0.0	15.8	-1.5	-0.2
O=C(CCNC(=O)c1ccccc1Cl)Nc1cc(C(F)(F)F)ccc1Cl	-4.7	25.7	5.5	21.1	-18.0	0.6	14.2	2.7	-0.2
